Screening results deposited in PubChem BioAssay by National Center for Advancing Translational Sciences (NCATS).
S-ASM inh: inhibitors of human secretory acid sphingomyelinase. P17405. placental ASM, HMU-PC fluorogenic substrate, 60 min. Potency, µM (top dose mostly 57.5 µM), without a hit: top-dose activity change, negative = inhibition, most hits filed as inhibitors. 340,000 compounds, 0.006% hits; note: potency is the fitted concentration of half-maximal effect
Target sequence (P17405 47-631 limits assumed): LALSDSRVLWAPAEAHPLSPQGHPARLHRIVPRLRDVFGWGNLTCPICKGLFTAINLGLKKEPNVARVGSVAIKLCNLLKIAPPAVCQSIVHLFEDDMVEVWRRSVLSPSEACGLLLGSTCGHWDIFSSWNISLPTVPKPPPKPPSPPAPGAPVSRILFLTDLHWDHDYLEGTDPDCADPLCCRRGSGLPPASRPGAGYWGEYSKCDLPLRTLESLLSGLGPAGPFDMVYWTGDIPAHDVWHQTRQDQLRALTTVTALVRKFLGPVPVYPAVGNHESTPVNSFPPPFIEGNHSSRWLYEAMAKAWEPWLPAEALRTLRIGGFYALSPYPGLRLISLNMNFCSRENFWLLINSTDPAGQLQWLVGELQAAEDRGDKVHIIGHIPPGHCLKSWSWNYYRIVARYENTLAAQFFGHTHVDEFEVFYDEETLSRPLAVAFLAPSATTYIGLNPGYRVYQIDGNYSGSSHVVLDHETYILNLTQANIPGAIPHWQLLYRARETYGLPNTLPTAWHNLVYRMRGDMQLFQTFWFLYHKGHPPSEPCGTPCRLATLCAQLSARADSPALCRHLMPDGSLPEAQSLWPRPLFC
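qHTS format. ASM enzyme prepared from human placenta hydrolyses the fluorogenic substrate HMU-PC0 (9 uM final) over 60 min at 37 °C after a 10 min compound preincubation.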
Tb PFK block: T. brucei PFK enzyme inhibition | O15648 | T. brucei PFK, ADP-Glo luminescence | Potency, µM (titrated, usually from 57.5 µM), without a hit: at the top dose activity, negative = inhibition, actives largely listed as inhibitors | 330,000 compounds, 0.17% hits;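 note: potency is the fitted concentration of half-maximal effect; 0% = uninhibited 1x PFK enzyme wells and -100% = no-enzyme wells; nearly all actives have a fitted effect of over 60% in size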
Target sequence (O15648 whole entry, looked up): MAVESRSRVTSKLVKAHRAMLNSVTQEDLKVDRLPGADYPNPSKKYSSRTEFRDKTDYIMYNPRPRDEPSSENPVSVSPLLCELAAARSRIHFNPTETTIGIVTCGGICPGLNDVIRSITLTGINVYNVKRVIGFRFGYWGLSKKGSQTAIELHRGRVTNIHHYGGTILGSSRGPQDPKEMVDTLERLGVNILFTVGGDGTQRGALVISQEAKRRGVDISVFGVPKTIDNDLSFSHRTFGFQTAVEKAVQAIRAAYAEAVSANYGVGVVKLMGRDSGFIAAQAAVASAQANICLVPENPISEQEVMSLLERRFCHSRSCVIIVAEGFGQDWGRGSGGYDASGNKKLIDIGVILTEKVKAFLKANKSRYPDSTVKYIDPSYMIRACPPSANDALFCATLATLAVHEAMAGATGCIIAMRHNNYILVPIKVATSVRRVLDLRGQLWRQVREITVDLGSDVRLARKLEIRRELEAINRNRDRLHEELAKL
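In TEA buffer at pH 8.0 with 5 mM MgCl2, enzyme (1.25 nM) converted F6P (0.5 mM) and ATP (0.1 mM) for 45 min at room temperature. ADP product was read by luciferase luminescence.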
Mito fusion yeast: inhibitors of mitochondrial division or activators of mitochondrial fusion | S. cerevisiae fusion-defective mutant growth rescue, CellTiterGlo 48 h | 320,000 compounds, 0.23% hits | AID 485298 | Potency, µM (top dose mostly 46.1 µM), for the others: at the highest dose growth rescue (activation), hits mostly activators;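 note: potency is the fitted concentration of half-maximal effect; % of control where 0% means no effect; nearly all actives have a fitted effect of over 45% in size; temperature-sensitive fusion mutants such as fzo1-1 at 37 °C on non-fermentable ethanol glycerol medium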
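Yeast fusion mutant, YPEG (non-fermentable carbon), compound, 48 h at 37C non-permissive; CellTiterGlo added, 10 min RT, luminescence read. Rescued growth = division inhibition.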
PTAP TSG101 blk: blocks PTAP/TSG101 interaction to inhibit HIV-1 budding; Q99816; Fluorescence polarization, FITC-PTAP peptide / Tsg101 binding; Potency, µM (doses to about 115 µM), for inactives: top-dose activity change, negative = inhibition, most hits filed as inhibitors; 340,000 tested, under 10 active; AID 493005; active = well fitted inhibition curve with a large enough effect in the main read-out, with a control signal flat, not every such curve was filed as active; inconclusive = small, poorly fitted or top-dose-only effect, or effect the other way, or a change in a side signal; inactive = no such curve, though single readings can be large or run the other way; note: potency is the fitted concentration of half-maximal effect; % of control where 0% means no effect
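Tsg101 binding domain (10 uM final) was mixed with compound and a FITC-labeled PTAP peptide (50 nM final) in HEPES pH 7.5 buffer with NaCl, Tween 20, EDTA and TCEP; fluorescence polarization was read after 20 min at r.t.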
Integrin act MD: activators of alpha7 integrin expression for muscular dystrophy. 350,000 compounds, 0.064% hits. alpha7betagal myoblasts, beta-gal FDG fluorescence, 48 h. Potency, µM (series often up to 38.3 µM), for inactives: at the top dose activation, actives largely listed as activators;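 note: potency is the fitted concentration of half-maximal effect; 100% = response of the positive control SU9516; nearly all actives have a fitted effect of over 60% in size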
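Alpha7betagal+/- myoblasts (passage 13) were plated 16-24 hr, then exposed to compounds (1:260 dilution of DMSO stock) for 48 hours at 37C. After MPER lysis, β-galactosidase reporter activity was read as FDG fluorescence (ex 480/em 540) after 30 minutes.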
ELG1 repair inh: blocks ELG1-dependent DNA repair in HEK293T cells. HEK293T ELG1-luciferase reporter, luminescence, 16 h; DNA damage induced by 5-fluorouridine. AID 504467. Potency, µM (series often up to 46.1 µM), inactives show top-dose activity change, negative = inhibition, actives largely listed as inhibitors. 330,000 compounds, 2.3% hits; note: potency is the fitted concentration of half-maximal effect; % is set by controls: 0 for no effect and ±100 for the full control effect; nearly all actives have a fitted effect of over 55% in size
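Luminescence from the luciferase reporter, measured 30 min after ONE-Glo reagent at room temperature, was the read-out. Beforehand, 2,000 cells per well were exposed for 16 hr at 37 °C to 5-fluorouridine together with compound or vehicle.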
TSHR antag: human thyrotropin receptor antagonism | activity change, negative = inhibition, % at 11.5 µM | TSHR-expressing cells, TSH-stimulated cAMP HTRF, 2 h; active compounds read low | 330,000 compounds, 0.2% hits | P16473 | AID 504810;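 active = activity change below a set negative limit, meaning inhibition stronger than a set level, cut at about -70% in these data; inconclusive = activity change between two set negative limits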; note: % is set by controls: 0 for no effect and ±100 for the full control effect
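Competitive HTRF cAMP read-out (cryptate anti-cAMP antibody, cAMP-d2; 30 min, room temperature) in freshly harvested TSHR cells. Compounds added before TSH at EC80 (4nM final), followed by 2 hours' incubation at 37 deg C.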
Eya2 phos inh: inhibitors of human Eya2 phosphatase activity; 330,000 compounds, 0.006% hits; O00167; Potency, µM (doses to about 76.9 µM), inactives show at the highest dose activity, negative = inhibition, actives largely listed as inhibitors; recombinant Eya2, OMFP fluorescence dephosphorylation (OMFP is methylfluorescein phosphate); note: potency is the fitted concentration of half-maximal effect; % is set by controls: 0 for no effect and ±100 for the full control effect
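Eya2 protein (added as 0.2 uM solution) was preincubated with compound for 10 min at ambient temperature in 50 mM HEPES pH 7.5, 50 mM NaCl, 5 uM MgCl2, 0.05% BSA, 1 mM DTT. OMFP (added at 50 uM) then reacted 10 min; fluorescence read at 485/525 nm.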
Chronic BCR inh: chronic active BCR signaling inhibition; ABC-DLBCL IkBa-CBG/CBR reporter, luminescence ratio, 4 h; Potency, µM (series often up to 46.1 µM), for inactives: at the top dose ratio change, negative = lower green/red ratio, most hits filed as inhibitors; 340,000 compounds, 0.05% hits; AID 493014; active = well fitted inhibition curve with a large enough effect in the signal ratio, with a control signal flat, not every such curve was filed as active; inconclusive = small, poorly fitted or top-dose-only effect, or effect the other way, or a change in a side signal; the % refers to the signal ratio;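 note: potency is the fitted concentration of half-maximal effect; plate controls were basal doxycycline-induced cells for no effect and cells given 10 µM MG132 for full effect; MG132 reads +100%, hits lower the ratio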
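Cell line TMD8 (human ABC DLBCL), stably expressing tet-inducible CBG68-IkBa fusion and CBR; IMDM/0.5% FBS; cpd up to 46 uM; dox induction, 4 h, 37C/5% CO2; dual luminescence; green/red ratio; MG132 control.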
TCR act: T cell receptor activation; primary human leukocytes, anti-CD3, IL-2 HTRF, 48 h; Potency, µM (highest dose often 9.22 µM), for inactives: at the top dose activation of IL-2 secretion, most hits filed as activators; 330,000 tested, under 10 active; note: % of control where 0% means no effect
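Using a-CD3 beads without co-stimulation, primary human leukocytes were exposed to compounds for 48 hr. An HTRF IL-2 kit measured the cytokine, with europium-to-d2 energy transfer producing emission at 665nm upon 320nm excitation.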
A-T KAP1 phos: candidate therapy for ataxia-telangiectasia. […] A-T fibroblasts, KAP-1 phosphorylation AlphaLISA; neocarzinostatin DNA damage 30 min before lysis. Potency, µM (doses to about 57.5 µM), without a hit: at the top dose activation, hits mostly activators. 320,000 compounds, 0.19% hits. AID 485349; note: potency is the fitted concentration of half-maximal effect; % of control where 0% means no effect; nearly all actives have a fitted effect of over 45% in size
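hTERT-immortalized A-T patient fibroblasts ([…]), 500 cells/well in OPTI-MEM, 1% FBS, got compounds for 60 min, then NCS for 30 min at 37C. Lysates were then assayed for phospho-KAP-1 by AlphaLISA (anti-pKAP1 donor, anti-KAP1 acceptor beads), 6 hr at 25C.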
The depositor's hits bear a star; ? = inconclusive; / = no result given; [ ] = remark or other dose. Unless noted, calls come from the whole dose curve; as a rule, active = well fitted curve in the direction sought with a large enough effect; inconclusive = small, poorly fitted or top-dose-only effect, or another doubt; inactive = no such curve, though single readings can be large; an effect the other way counts as inactive or inconclusive. The order is random. About 3.2% of those tested had a hit in this group.

entry | Structure | Integrin act MD | Mito fusion yeast | TSHR antag | Chronic BCR inh | A-T KAP1 phos | Eya2 phos inh | S-ASM inh | Tb PFK block | PTAP TSG101 blk | ELG1 repair inh | TCR act
1 | CCC(C(=O)N1CCN(c2ccccc2OC)CC1)c1ccccc1 (centres undefined) | -7% | / | 2 | -8% | 8% | 0% | 1% | -1% | -5% | ? | -4%[46.1 µM]
2 | CC(NC(=O)NC(=O)c1ccc(Cl)cc1)c1ccccc1 (centres undefined) | -16% | 1% | 1 | 0% | 19% | 12% | -3% | -9% | -7% | -3% | 2%
3 | COc1ccc(/C=C/c2nc(S(=O)(=O)c3ccccc3)c(NCCCN(C)C)o2)cc1OC | ? | -2% | -3 | -1% | 13% | -25% | / | 4% | 0% | 20% | -1%
4 | COc1ccc(NC(=O)CC2Oc3ccc(C)cc3NC2=O)cc1 (centres undefined) | 3% | 0% | -1 | 5% | 4% | -13% | 1% | -2% | 1% | -4% | -7%
5 | COc1cc(C(=O)c2ccccc2)c([N+](=O)[O-])cc1OC | -31% | 6% | 4 | 5% | -4% | 1% | -1% | 2% | -1% | 4% | -29%
6 | CCc1ccc(S(=O)(=O)N2c3ccc(C)cc3C3CN(C)CCC32)cc1 (centres undefined) | -38% | 0% | 16 | 1% | -5% | -20% | 5% | 0% | 0% | 8% | -3%
7 | O=C(N/N=C/c1ccc[nH]1)c1ccc2c(c1)OCO2 | 26% | 20% | -5 | ? | -1% | -4% | 1% | 1% | 0% | ? | -10%
8 | Cc1cc(C(=O)COC(=O)C2=NNC(=O)CC2)c(C)n1CCc1ccccc1 | 3% | 8% | 18 | 9% | -1% | -12% | 2% | -1% | -5% | 1% | 0%
9 | O=C(CSc1nc2ccccc2c(=O)n1NC(=O)Cc1ccccc1)NCCc1ccccc1 | 15% | 1% | -5 | ? | -1% | -7% | 7% | 3% | -3% | -1% | 1%
10 | N#Cc1ccc[n+](CC(=O)c2ccc(Cl)cc2)c1 | 15% | 4% | -9 | 0% | -2% | -6% | 3% | 1% | -1% | 5% | /
11 | COc1ccccc1NC(=O)C(=O)N1N=C(C(C)C)CC1(O)C(F)(F)F (centres undefined) | -13% | 0% | -19 | ? | -6% | -8% | -1% | -1% | 0% | 0% | /
12 | COc1cc(C(=O)N2CCN(C(=O)C3CC3)CC2)cc(OC)c1OC | 14% | -4% | 6 | -24% | 0% | -4% | 9% | 0% | -1% | 2% | -4%
13 | CCOc1ccccc1C1NC(=O)c2ccccc2O1 (centres undefined) | 0% | 1% | 3 | 6% | 2% | -10% | -2% | -2% | -4% | 0% | -6%
14 | O=C(O)CC(NC(=O)c1ccc2c(c1)OCO2)c1cccc([N+](=O)[O-])c1 (centres undefined) | -5% | -5% | -3 | 0% | 3% | 9% | 1% | -4% | -6% | 2% | 2%
15 | CCN(Cc1ccccc1)c1ccc(/C=N/NS(=O)(=O)c2ccc(C)c([N+](=O)[O-])c2)cc1 | 12% | 13% | 8 | 12% | -4% | -4% | -3% | -1% | -7% | 2% | 1%[46.1 µM]
16 | COc1ccc(/C(CC2(O)C(=O)Nc3ccccc32)=N\O)cc1 (centres undefined) | -13% | 11% | 25 | -5% | 2% | 2% | -3% | 0% | -3% | 9% | -2%
17 | c1ccc(CSCCc2ccncc2)cc1 | 13% | -3% | -10 | ? | 3% | -4% | 0% | 1% | 1% | 4% | 8%
18 | CCOC(=O)N1CCN(C(=O)c2cc(C)no2)CC1 | 19% | -2% | 13 | 1% | 4% | 7% | -2% | 0% | -5% | 6% | 1%
19 | CCOC(=O)C1=C(COC(=O)c2cc(Br)c(Br)s2)NC(=O)NC1C (centres undefined) | 1% | 15% | -17 | -7% | 0% | 7% | -2% | 8% | 1% | 3% | -10%
20 | Cc1ccc(C)c(N2N=C(C(=O)NCCN3C(=O)S/C(=C\c4cccnc4)C3=O)CCC2=O)c1 | -15% | -9% | -2 | ? | -4% | -1% | -2% | -1% | -1% | -10% | 3%
21 | S=C(Nc1ccc(OCc2ccccc2)cc1)Nc1cccc(Cl)c1Cl | -15% | -6% | 11 | -19% | 2% | 3% | 0% | -12% | -2% | ? | 7%[46.1 µM]
22 | COc1ccc(Cn2c(CCC(=O)Nc3ccc(C)c(C)c3)nc3cccnc32)cc1 | 7% | 1% | 1 | ? | 1% | -18% | 0% | -6% | -12% | ? | /
23 | Cc1cc(N2CCN(c3ccccc3)CC2)nc(N2CCOCC2)n1 | 14% | 16% | -8 | 4% | 15% | 10% | 0% | -3% | -2% | ? | -4%
24 | CCOc1ccc(S(=O)(=O)N2CCOCC2)cc1NC(=O)CSCC(=O)Nc1cccc(C)c1 | -6% | 4% | 12 | -9% | 1% | 3% | 0% | 5% | 2% | 5% | /
25 | O=C1C2ON(c3ccccc3)C(c3ccccc3F)C2C(=O)N1c1ccccc1 (centres undefined) | 13% | -4% | 1 | 1% | -1% | 9% | -2% | 2% | -3% | 3% | 1%
26 | O=C(COc1ccc(S(=O)(=O)N2CCCC2)cc1)Nc1ccc2c(c1)OCCO2 | 5% | -8% | 1 | -2% | -4% | -1% | 0% | -3% | -2% | -1% | -5%
27 | CCOc1ccccc1/C=C/c1onc(C)c1S(=O)(=O)N1CCC(C(=O)NC(C)C)CC1 | -8% | -2% | 36 | 0% | 6% | 2% | 26% | 3% | 0% | 4% | 0%
28 | Fc1ccc(F)c(C2=NNC(=NCC3CCCO3)SC2)c1 (centres undefined) | -27% | 8% | -5 | 1% | -9% | 8% | 1% | ? | -2% | 3% | -1%
29 | CS(=O)(=O)c1ccc(NC(=O)CCN2C(=O)C3CC=CCC3C2=O)cc1 (centres undefined) | -8% | -3% | -3 | ? | 0% | 0% | 2% | -1% | 1% | 1% | 0%
30 | Cc1ccn2c(NCc3ccccc3)c(-c3cccc(SC4CCCCC4)c3)nc2c1 | -45%[inhibitor] | / | -1 | ? | ? | 24% | 193%[activator] | -1% | 4% | ? | -138%
31 | CCOc1ccc(C(=O)NCCN2CCCC2)cc1 | 7% | 3% | 37 | -18% | 13% | 7% | 5% | -6% | 0% | ? | 8%
32 | Cc1cc(NC(=O)C2CC(c3cccc(Br)c3)=NO2)no1 (centres undefined) | 12% | -10% | 2 | ? | / | -8% | 2% | -9% | -6% | 0% | 1%
33 | c1ccc(C2=NCCCN2)cc1 | 7% | 3% | 2 | 0% | 11% | 1% | 3% | 3% | -5% | 3% | 4%
34 | COC(=O)c1ccc2[nH]c(C)c(CN3CCCC3)c(=O)c2c1 | -5% | 2% | 18 | 1% | 22% | 10% | 29% | 1% | -1% | 4% | 4%
35 | COc1ccc(N2CC(O)=C(c3nc(-c4ccc(F)cc4)cs3)C2=N)cc1 | 6% | -1% | -6 | -9% | 7% | 3% | 2% | -2% | -2% | -26% | -2%
36 | Cc1nc2cc(-c3ccc(Cl)cc3)nn2c(C)c1CCC(=O)NC(C)c1ccc2c(c1)OCCO2 (centres undefined) | -26% | 18µM* | -7 | ? | 4% | 1% | -20% | -4% | -2% | ? | 3%
37 | CCOC(=O)N1CCN(S(=O)(=O)c2ccc(C(=O)N(CCN(C)C)c3nc4ccc(CC)cc4s3)cc2)CC1 | -52%[inhibitor] | -2% | 1 | 11% | -2% | 7% | -1% | 3% | -6% | ? | 3%
38 | Cc1ccc(NC(=O)c2ccc3nc[nH]c3c2)nc1 | 3% | 4% | -13 | 4% | -8% | 12% | 4% | 8% | -4% | 11% | 0%
39 | CCC(C)CCN1C(N(C)C)=NC[C@@H]1Cc1ccccc1 (some centres undefined) | -44% | -1% | -1 | -3% | 21% | -4% | 6% | 0% | -4% | -5% | -6%
40 | CC(C)c1ccc(NC(=O)COC(=O)CCC(=O)c2cccs2)cc1 | -15% | 1% | -4 | 7% | -3% | 4% | 2% | 2% | 0% | 22% | -5%[46.1 µM]
